LYPLA1 counter = LYPLA1 inhibitors, primary screen, counter-screen for PME1 inhibitor project, biochemical, fluorescence polarization, FP-Rh probe ABPP | Acyl-protein thioesterase 1 (Homo sapiens), O75608 | recombinant LYPLA1 | inhibition, % at 5.9 µM | 320,000 compounds, 0.16% hits;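 active means inhibition above the mean of all tested compounds plus 3 SD, set per campaign, cut at about 14% in these data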;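 further: inhibitors block serine hydrolase probe labeling of LYPLA1 so polarization falls; 0% = enzyme with DMSO and 100% = wells lacking LYPLA1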
Target sequence (O75608 whole entry, looked up): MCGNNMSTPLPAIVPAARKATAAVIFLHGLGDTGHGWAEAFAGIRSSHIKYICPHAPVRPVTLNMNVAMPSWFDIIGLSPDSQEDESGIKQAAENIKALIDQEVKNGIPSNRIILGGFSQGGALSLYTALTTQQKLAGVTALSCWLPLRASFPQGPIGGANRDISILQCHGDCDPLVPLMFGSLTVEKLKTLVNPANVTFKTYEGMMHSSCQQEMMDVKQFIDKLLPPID
LYPLA2 counter = LYPLA2 inhibitors, primary screen, counter-screen for PME1 inhibitor project, biochemical, fluorescence polarization, FP-Rh probe ABPP; recombinant LYPLA2; inhibition, % at 5.9 µM; 320,000 compounds, 0.38% hits; AID 2177, 2009;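 active means inhibition above the screen-wide mean plus 3 SD, limit set per campaign, cut at about 26% in these data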;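 further: 0% = LYPLA2 with DMSO and 100% = wells lacking LYPLA2 enzyme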
PAFAH1B3 inh = PAFAH1B3 enzyme inhibitors, primary screen, biochemical, fluorescence polarization, human. Platelet-activating factor acetylhydrolase IB subunit alpha1 (Homo sapiens), Q15102. recombinant PAFAH1B3, FP-rhodamine probe. inhibition, % at 3.39 µM. 340,000 compounds, 0.28% hits;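 active means inhibition above the screen-wide average of all tested compounds plus 3 SD, cut at about 25% in these data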;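 further: 0% = enzyme with DMSO only and 100% = wells lacking PAFAH1B3 protein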
Target sequence (Q15102 whole entry, looked up): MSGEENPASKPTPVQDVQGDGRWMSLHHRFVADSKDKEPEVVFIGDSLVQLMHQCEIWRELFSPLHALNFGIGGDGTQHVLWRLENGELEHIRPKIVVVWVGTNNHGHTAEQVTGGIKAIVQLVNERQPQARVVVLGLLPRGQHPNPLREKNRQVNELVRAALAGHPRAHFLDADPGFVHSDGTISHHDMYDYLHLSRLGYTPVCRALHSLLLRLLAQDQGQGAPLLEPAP
PME-1 primary = PME-1 inhibitors via competitive probe labeling, primary screen, biochemical, fluorescence polarization, FP-Rh probe, HTS; recombinant PME-1; Protein phosphatase methylesterase 1 (Homo sapiens), Q9Y570; 320,000 compounds, 0.53% hits; inhibition, % at 5.9 µM;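 active means inhibition above the campaign mean of all compounds plus 3 SD, cut at about 26% in these data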;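 further: competitive labeling of PME-1 active site by serine hydrolase directed probe; 0% = PME-1 with DMSO and 100% = wells lacking PME-1 enzyme; inhibitors block probe labeling so polarization falls and inhibition rises; many of its hits are not listed in these tables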
pPAFAH inh = pPAFAH enzyme inhibitors, primary screen, biochemical, fluorescence polarization, human; inhibition, % at 3.39 µM; AID 463082, 2010; recombinant pPAFAH, FP-rhodamine probe fluorescence polarization; Platelet-activating factor acetylhydrolase (Homo sapiens), Q13093; 330,000 compounds, 1.5% hits;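 active means inhibition above the mean inhibition across the screen plus 3 SD, cut at about 25% in these data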;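 further: inhibitors block binding of the rhodamine activity-based probe so polarization drops; 0% = enzyme with DMSO and 100% = wells lacking pPAFAH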
PAFAH1B2 FP inh = PAFAH1B2 enzyme inhibitors, primary screen, biochemical, fluorescence polarization, human; recombinant PAFAH1B2, FP-rhodamine activity probe; inhibition, % at 3.39 µM; Platelet-activating factor acetylhydrolase IB subunit alpha2 (Homo sapiens), P68402; 340,000 compounds, 1.2% hits;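 active means inhibition above the mean of all tested compounds plus 3 SD, cut at about 24% in these data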;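 further: 0% = enzyme with DMSO and 100% = wells lacking PAFAH1B2; many of its hits are not listed in these tables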
Target sequence (P68402 whole entry, looked up): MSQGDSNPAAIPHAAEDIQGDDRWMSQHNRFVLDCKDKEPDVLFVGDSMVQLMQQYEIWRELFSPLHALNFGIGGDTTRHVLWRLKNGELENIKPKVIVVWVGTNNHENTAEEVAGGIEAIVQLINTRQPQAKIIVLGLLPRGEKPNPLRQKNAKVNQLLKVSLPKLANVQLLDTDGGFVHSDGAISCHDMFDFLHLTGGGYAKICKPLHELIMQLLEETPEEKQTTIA
PREPL inhibitor = PREPL enzyme inhibitors, primary screen, biochemical, fluorescence polarization | recombinant PREPL, fluorescence polarization activity-based probe | Prolyl endopeptidase-like (Homo sapiens), Q4J6C6 | 320,000 compounds, 0.68% hits | inhibition, % at 5.96 µM; in the data active means inhibition above about 43%;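 further: 0% = enzyme with DMSO and 100% = wells lacking enzyme; many of its hits are not listed in these tables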
PAD4 FP inh = human PAD4 inhibitors, primary screen, biochemical, fluorescence polarization, 1536-well format; recombinant PAD4, RCA probe fluorescence polarization; inhibition, % at 6.36 µM; 330,000 compounds, 0.41% hits;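 active means percent inhibition above a cutoff equal to the mean of all tested compounds plus 3 SD, cut at about 15% in these data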;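 further: 0% = PAD4 with RCA probe and DMSO and 100% = probe without PAD4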
GSTO1 counter = inhibitors of recombinant GSTO1, primary screen, counter-screen for RBBP9 inhibitor project, biochemical, fluorescence polarization | Glutathione S-transferase omega-1 (Homo sapiens), P78417 | 300,000 compounds, 1.1% hits | activity-based probe fluorescence polarization | inhibition, % at 5.96 µM;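 active means inhibition above the campaign mean inhibition plus 3 SD, cut at about 35% in these data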;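 further: 0% = GSTO1-1 with DMSO and 100% = wells lacking GSTO1-1 enzyme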
Target sequence (P78417 whole entry, looked up): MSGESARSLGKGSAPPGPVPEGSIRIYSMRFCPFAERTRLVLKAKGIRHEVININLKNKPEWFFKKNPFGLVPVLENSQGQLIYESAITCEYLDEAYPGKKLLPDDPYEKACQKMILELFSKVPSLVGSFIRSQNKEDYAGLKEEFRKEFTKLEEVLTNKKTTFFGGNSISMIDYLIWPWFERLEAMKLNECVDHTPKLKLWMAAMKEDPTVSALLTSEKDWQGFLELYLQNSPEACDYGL
An asterisk follows results filed as active; . = no result given. A portion of the library; rates above refer to the full screens.

molecule	PREPL inhibitor	PAFAH1B2 FP inh	PME-1 primary	pPAFAH inh	LYPLA2 counter	LYPLA1 counter	PAD4 FP inh	GSTO1 counter	PAFAH1B3 inh
CCn1cc(S(=O)(=O)N2CCc3ccccc3C2)cn1	9	1	-2	-5	-7	-1	-3	3	-2
O=C(O)CCC(=O)OCC1CCCO1 (stereo unspecified)	7	4	-2	6	-6	-6	-3	10	2
Cc1nc(-c2ccccc2OC(F)(F)F)[nH]c(=O)c1Cl	19	-5	1	-6	-3	-1	2	-5	7
O=C(NCCC1=CCCCC1)C1CCC(CNc2nc(=S)[nH]c3ccccc23)CC1 (stereo unspecified)	-1	-2	-5	-1	10	-1	-5	1	-7
Cc1nnc(SCCn2c(N3CCN(Cc4ccccc4)CC3)nc3c2c(=O)[nH]c(=O)n3C)s1	23	1	5	-1	0	-2	0	-4	4
Cn1nc(-c2ccc(OCC(=O)NCC3CCCO3)cc2)c2ccccc2c1=O (stereo unspecified)	3	0	-1	4	-3	-1	-2	6	7
OCCNc1nc(N2CCCC2)nc(N2CCCC2)n1	7	2	-2	2	-6	3	-1	1	-1
COc1cc(OC)cc(C(=O)N[C@H](C(=O)Nc2ccc(S(=O)(=O)N(C)C)cc2)C(C)C)c1	17	1	8	0	-7	-6	1	-13	1
CCc1ccc(N2CC34C=CC(O3)C(C(=O)OC)C4C2=O)cc1 (stereo unspecified)	-3	6	-4	5	6	3	-2	2	6
CCOc1ccc(OCC)c(S(=O)(=O)NCc2ccccn2)c1	19	1	-6	-1	0	-1	7	2	10
CN(C)CCNc1ncnc2c1sc1nc(N3CCCC3)c3c(c12)CC(C)(C)OC3	34	2	2	-4	1	3	2	-5	-2
CCN(CC)S(=O)(=O)c1cccc(C(=O)N[C@H](C(=O)NCc2ccc(Cl)cc2)C(C)C)c1	18	5	2	5	3	-1	-6	-2	4
COc1ccc(C2N(Cc3ccccc3)CC(=O)N2/N=C(\C)c2ccccc2)cc1 (stereo unspecified)	-4	-3	-8	3	2	1	9	4	-15
CCCNC(=O)CS(=O)Cc1nc(-c2cccc(OC)c2)oc1C (stereo unspecified)	6	-1	2	6	-6	-1	1	-1	-8
CCOC(=O)C1=C(C)NC(=O)NC1c1ccc(OC)c(CN2CCOCC2)c1 (stereo unspecified)	11	-4	1	2	-1	-2	-8	-3	-5
COc1nc(C)ccc1-c1noc(-c2ccco2)n1	5	0	6	8	6	0	5	2	7
O=C(Nc1ccc2nc(-c3ccccc3)[nH]c2c1)c1ccco1	14	7	-6	2	-4	-3	-5	-8	9
CCOC(=O)c1ccccc1NC(=O)c1cccc(F)c1	6	-1	-7	-5	-3	3	3	0	7
CCCC1=Nc2cc(C(=O)NCc3ccco3)ccc2Sc2ccccc21	-14	2	0	0	-3	-2	-3	3	0
CCC1=C(OC(=O)N(CC)CC)N2C(=O)OC(=NCC(=O)OC)[C@]2(C)[C@H]2C1=CC[C@H]1C(=O)N(CC)C(=O)[C@H]12	-7	6	-1	-2	3	-4	3	-1	3

Some of the entries so far, with values under each structure:
Under each structure: PREPL inhibitor	PAFAH1B2 FP inh	PME-1 primary	pPAFAH inh	LYPLA2 counter	LYPLA1 counter	PAD4 FP inh	GSTO1 counter	PAFAH1B3 inh
Cn1nc(-c2ccc(OCC(=O)NCC3CCCO3)cc2)c2ccccc2c1=O (stereo unspecified)
→ 3	0	-1	4	-3	-1	-2	6	7
COc1nc(C)ccc1-c1noc(-c2ccco2)n1
→ 5	0	6	8	6	0	5	2	7
CN(C)CCNc1ncnc2c1sc1nc(N3CCCC3)c3c(c12)CC(C)(C)OC3
→ 34	2	2	-4	1	3	2	-5	-2

Some values from above:
Reading of COc1cc(OC)cc(C(=O)N[C@H](C(=O)Nc2ccc(S(=O)(=O)N(C)C)cc2)C(C)C)c1 in PME-1 primary: 8
Reading of CCCC1=Nc2cc(C(=O)NCc3ccco3)ccc2Sc2ccccc21 in PAFAH1B3 inh: 0
Reading of CCOC(=O)c1ccccc1NC(=O)c1cccc(F)c1 in PAFAH1B2 FP inh: -1
Reading of CCOc1ccc(OCC)c(S(=O)(=O)NCc2ccccn2)c1 in PAFAH1B2 FP inh: 1
Reading of O=C(Nc1ccc2nc(-c3ccccc3)[nH]c2c1)c1ccco1 in PME-1 primary: -6
Reading of Cc1nnc(SCCn2c(N3CCN(Cc4ccccc4)CC3)nc3c2c(=O)[nH]c(=O)n3C)s1 in PREPL inhibitor: 23
Reading of CCn1cc(S(=O)(=O)N2CCc3ccccc3C2)cn1 in LYPLA1 counter: -1

Further records.
molecule	PREPL inhibitor	PAFAH1B2 FP inh	PME-1 primary	pPAFAH inh	LYPLA2 counter	LYPLA1 counter	PAD4 FP inh	GSTO1 counter	PAFAH1B3 inh
Cc1ccc(OCCn2cnc3c(N)ncnc32)cc1	-3	5	0	3	1	-1	-3	-5	8
O=S(=O)(c1ccccc1)c1nc(NCc2ccccc2)sc1Cl	-20	-1	9	1	4	-6	-3	2	1
COc1ccc(CCNC(=O)CSc2nnc(-c3ccccc3)c3ccccc23)cc1OC	13	0	-2	2	2	-4	2	-13	3
CSc1ccc(S(=O)(=O)NCc2ccc(C)cc2)cc1	-17	16	-5	6	0	2	5	4	7
N#C/C(=C\c1ccc(O)cc1)c1nc2ccccc2o1	1	7	16	2	-2	-5	-4	-6	6
Cc1ccc(C(=O)N2CCCC(C(F)(F)F)C2)cc1S(=O)(=O)N1CCOCC1 (stereo unspecified)	2	4	-1	-2	2	1	3	.	3
Cc1ccccc1-c1nc(CN(Cc2c(C)nn(C)c2C)C2CC2)c(C)o1	21	5	-4	3	-2	-4	0	7	0
O=Cc1ccc(OCc2ccc3ccccc3c2)cc1	23	5	-7	0	-1	-2	-10	-1	6
CCCN1CCC(NCc2cn(C)nc2-c2ccc(Oc3ccccc3)cc2)CC1	35	-3	-2	4	2	0	-2	0	-1
CC1CCN(C(=O)Cn2c(=O)c3cccn3c3ccccc32)CC1	1	1	1	3	3	8	2	-4	2
O=[N+]([O-])c1ccccc1S(=O)(=O)Nc1ccc(-c2ccc3nncn3n2)cc1	3	6	25	12	1	0	0	-14	3
COc1cc(CC(=O)OCC(=O)Nc2sccc2C(N)=O)cc(OC)c1OC	-1	3	0	-5	-3	1	5	-4	7
O=C(O)CSc1c2c(nc3cc(C(=O)N4CCCC4)ccc13)CCCC2	6	1	-8	-4	5	0	7	2	10
CN(Cc1ccc2c(c1)OCCO2)C(=O)CN1C(=O)NC2(CCCCC2)C1=O	-8	2	-10	-7	2	0	5	3	4
C=CC[C@H]1CC(C)=C[C@H](CC=C)N1	1	3	-2	0	0	-1	-2	1	5
Cn1cnnc1SC(C(=O)c1ccccc1)c1ccccc1 (stereo unspecified)	-5	2	0	0	3	-1	1	5	-5
Cc1ccc(C=Nc2ccc(N(C)C)cc2)o1	40	5	7	19	-1	-1	25*	83*	10
Cc1ccc(-c2nc3cccnc3s2)cc1NS(C)(=O)=O	15	0	-2	11	-2	-4	6	6	-1
Cc1c(Cl)cccc1S(=O)(=O)Nc1ccnn1C	1	2	5	3	1	1	-5	-1	5
COc1ccccc1OCC(=O)N/N=C1\CCCCc2ccccc21	-14	11	0	-4	6	3	-1	4	4

Compound profiles (already shown):
Listed for `Cn1cnnc1SC(C(=O)c1ccccc1)c1ccccc1` (stereo unspecified) = PREPL inhibitor: -5; PAFAH1B2 FP inh: 2; PME-1 primary: 0; pPAFAH inh: 0; LYPLA2 counter: 3; LYPLA1 counter: -1; PAD4 FP inh: 1; GSTO1 counter: 5; PAFAH1B3 inh: -5
Listed for `O=S(=O)(c1ccccc1)c1nc(NCc2ccccc2)sc1Cl` = PREPL inhibitor: -20; PAFAH1B2 FP inh: -1; PME-1 primary: 9; pPAFAH inh: 1; LYPLA2 counter: 4; LYPLA1 counter: -6; PAD4 FP inh: -3; GSTO1 counter: 2; PAFAH1B3 inh: 1

The listing continues.
molecule	PREPL inhibitor	PAFAH1B2 FP inh	PME-1 primary	pPAFAH inh	LYPLA2 counter	LYPLA1 counter	PAD4 FP inh	GSTO1 counter	PAFAH1B3 inh
COc1cccc(N(C(=O)c2snc(C(N)=O)c2N)C(C(=O)NCC2CCCO2)c2c[nH]c3ccccc23)c1 (stereo unspecified)	9	4	6	3	-1	-4	6	1	1
O=C(O)CCCc1nc(-c2ccccc2)no1	8	-1	6	-3	-3	1	1	-7	2
O=C(NCC(=O)N(CC1CCCO1)C(C(=O)NC1CCCC1)c1cccnc1)c1ccco1 (stereo unspecified)	5	1	1	2	3	2	3	0	1
COc1ccc(CCN(C)C(=O)c2cc(-c3ccc(C)cc3)nc3ccccc23)cc1OC	11	0	-1	-6	-2	-1	-3	1	-1
C#CCOCCOCCOCCNc1nc(N2CCOCC2)nc(N2CCN(C(=O)[C@H](C)n3cc(CCCN=C(N)N)nn3)CC2)n1	5	4	0	0	3	1	-1	2	8
COc1ccc(C2CC(c3ccc(Cl)cc3Cl)Nc3nc(N)nn32)cc1 (stereo unspecified)	38	9	-20	11	-9	5	-5	3	5
Cc1ccc(/C=N/N(C)C2=NS(=O)(=O)c3ccccc32)o1	4	.	-4	-4	1	0	0	-9	.
O=C(CCSc1nnc2scc(-c3ccccc3)n12)Nc1nc(-c2ccccc2)ns1	10	-1	-9	-3	-4	-4	-1	0	4
CC(=O)c1cc2c(cc1NC(=O)CN1CCCCCC1)OCO2	6	5	1	6	5	2	2	1	8
COc1ccccc1N1C(=O)C2CC(C)=C(C)CC2C1=O (stereo unspecified)	14	-1	-2	-2	-1	0	3	4	8
O=S(=O)(c1cccc2cccnc12)n1cnc2ccccc21	-10	2	10	1	3	-2	-5	2	8
Cc1cccc(OCC(=O)NNC(=O)C2CCN(c3ncnc4sc(C)c(C)c34)CC2)c1	-21	0	-2	-2	-7	-1	0	-7	-2
COc1ccc(OCCSc2nnc(CCNC(=O)c3ccc(Cl)c(Cl)c3)n2C)cc1	7	1	6	0	1	-3	0	1	9
CCCCCCCNC(=O)COc1ccc2c(c1)C(=O)CC(C)(C)O2	3	6	3	8	9	6	1	-4	2
CCOC(=O)Nc1nc2ccccc2s1	-1	1	0	6	5	-1	6	3	-3
CCOC(=O)C1CCCN(S(=O)(=O)c2ccc3ccccc3c2)C1 (stereo unspecified)	1	9	-2	10	-1	4	-5	2	16
O=C(OCc1nnc(-c2ccccc2)o1)c1ccco1	6	2	9	-2	-1	-1	1	4	-1
N#C/C(C(=O)NCc1ccccc1)=C1/N=C(NC(=O)c2ccco2)c2ccccc21	-2	2	-5	-6	2	-2	-7	-10	4
O=C1Nc2ccccc2/C1=N\N1CCOCC1	18	5	-4	-4	3	0	1	13	13
O=C(NCCc1ccccn1)c1cc(-c2ccccc2Cl)nc2ccccc12	1	4	5	3	3	1	1	7	8

Compound activity (PubChem)
